Exocytosis inh: LAMP-1 surface exposure blockers, TALL-104 cells – cell-based, flow cytometry, MLPCN library, primary screen. AID 651702, 2012. inhibition, % at 10 µM. 360,000 tested, 0.66% active. TALL-104 LAMP-1 surface exposure; cells stimulated with thapsigargin and PMA;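 active = inhibition above about 55%, limit read from the data; inconclusive = no clear call, values can overlap the other calls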
CaV13 ICDI inh: Disruptors of the CACNA1D IQ motif to Ca2+-dependent inactivation inhibitor domain association, primary screening, Förster resonance energy transfer in intact living … | HEK cells, CFP/YFP FRET ICDI-IQ, plate reader, 10 min; percent FRET-ratio fall versus neutral wells | inhibition, % at 12.3 µM | 340,000 tested, 0.098% active;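 active = mean replicate inhibition of at least 30% and at least 1% of replicates passing that level; inconclusive = only one of the two criteria is met; inactive = neither criterion is met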;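 note: 0% = median of the neutral control wells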
Cardio protect: cardioprotection against H2O2-induced cell death, primary screen, uHTS, H9c2 cells, ATPLite luminescence; H9c2 cardiomyocytes, H2O2 injury protection, 2 h; protection from H2O2 cell death, % at 20 µM; 360,000 tested, 0.63% active; AID 588492, 2011;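 active = compounds giving at least 50% protection of heart cells from peroxide-induced death in the single-dose screen, raw or plate-pattern-corrected value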;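 note: 0% = DMSO wells with peroxide and 100% = DMSO wells without peroxide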
PDI inh: inhibitors of human PDI, primary screen, biochemical, turbidity, single point, plate reader | PDI insulin aggregation turbidity, A650, 90 min | 350,000 tested, 0.052% active | AID 588391, 2011 | inhibition, % at 10 µM | Protein disulfide-isomerase (Homo sapiens), P07237;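 active = mean inhibition across replicates of 30% or more, whatever share of single replicates reach that level; inconclusive = mean inhibition below 30% while every single replicate reaches 30%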;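 note: absorbance from insulin aggregation driven by PDI reduction with DTT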
Target sequence (P07237 whole entry, looked up): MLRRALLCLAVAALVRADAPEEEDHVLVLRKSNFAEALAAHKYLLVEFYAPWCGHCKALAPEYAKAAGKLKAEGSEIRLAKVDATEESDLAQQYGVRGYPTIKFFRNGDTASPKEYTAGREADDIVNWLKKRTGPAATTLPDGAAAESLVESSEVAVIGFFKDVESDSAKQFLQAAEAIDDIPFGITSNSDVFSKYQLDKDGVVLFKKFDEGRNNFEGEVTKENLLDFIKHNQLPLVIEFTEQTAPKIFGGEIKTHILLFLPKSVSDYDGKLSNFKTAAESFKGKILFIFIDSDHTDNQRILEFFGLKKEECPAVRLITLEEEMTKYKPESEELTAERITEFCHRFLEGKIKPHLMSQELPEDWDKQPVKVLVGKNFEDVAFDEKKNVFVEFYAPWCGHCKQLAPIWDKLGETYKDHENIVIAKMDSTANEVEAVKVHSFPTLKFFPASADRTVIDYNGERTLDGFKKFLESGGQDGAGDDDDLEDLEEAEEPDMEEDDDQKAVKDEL
MC4R antag cAMP: MC4R antagonists of cAMP signaling, primary screen, cell-based, TR-FRET, antagonist arm of biased-ligand search; Melanocortin receptor 4 (Homo sapiens), P32245; MC4R-expressing cells, MTII-stimulated cAMP, LANCE TR-FRET; 360,000 tested, 0.48% active; inhibition, % at 6.5 µM;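 active = inhibition above its plate's cutoff, the mean of tested wells on that plate plus 3 SD, cut at about 29% in these data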;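 note: 0% = Melanotan II alone and 100% = Melanotan II plus saturating MCL0020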
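Material – human MC4R-expressing U2OS cells · Repeats – no replicates · Detection – TR-FRET with Eu-cAMP and labeled anti-cAMP, 671 nm · Times – compound 30 min, challenge 1 h, detection 1 h · Compound – single nominal compound dose of 6.5 µM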
m5-HT2A agonist: mouse Htr2a agonists via beta-arrestin recruitment, primary screen, cell-based, luminescence; 5-hydroxytryptamine receptor 2A (Mus musculus), P35363; CHO-K1 mHTR2A beta-arrestin complementation; percent of 30 µM serotonin response; activation, % at 7.6 µM; 360,000 tested, 0.66% active;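 active = activation above a run cutoff, the mean activation of all tested compounds plus 3 SD, cut at about 14% in these data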;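 note: 0% = plate median of compound wells and 100% = 30 µM serotonin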
Target sequence (P35363 whole entry, looked up): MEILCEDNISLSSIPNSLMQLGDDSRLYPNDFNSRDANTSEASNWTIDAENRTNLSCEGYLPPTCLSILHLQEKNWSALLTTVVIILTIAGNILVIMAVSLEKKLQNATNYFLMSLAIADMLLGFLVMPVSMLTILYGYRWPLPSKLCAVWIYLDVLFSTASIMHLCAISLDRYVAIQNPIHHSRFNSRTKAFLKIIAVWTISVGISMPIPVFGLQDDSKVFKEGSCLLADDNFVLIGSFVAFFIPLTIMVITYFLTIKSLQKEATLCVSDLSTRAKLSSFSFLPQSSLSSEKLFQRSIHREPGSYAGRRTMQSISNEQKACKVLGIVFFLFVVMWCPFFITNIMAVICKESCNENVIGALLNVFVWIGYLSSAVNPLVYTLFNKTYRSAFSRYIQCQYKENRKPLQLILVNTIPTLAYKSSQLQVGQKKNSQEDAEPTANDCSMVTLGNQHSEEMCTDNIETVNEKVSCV
N-glyco inh: increase of ERlucT glycosylation luciferase signal, primary screen, N-linked glycosylation inhibitor project, D54 ERlucT cells, luminescence, set 2; D54 ERlucT glycosylation luciferase reporter, 24 h; percent of 100 nM tunicamycin response; reporter increase, % at 12.5 µM; 360,000 tested, 0.23% active; AID 588692, 2011;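 active = mean luciferase reporter signal, scaled so untreated is 0 and the glycosylation-blocking control 100, at or above a set limit in every replicate; inconclusive = mean reaches the limit but not every replicate does; inactive = mean below the limit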;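 note: luciferase carries N-glycosylation sites so blocking glycosylation raises the light; 0% = median of neutral control wells and 100% = median of 100 nM tunicamycin wells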
ABCB6 inh 2: ABCB6 transporter inhibitors, primary screen, K562-ABCB6 cells, flow cytometry, MLPCN library; ATP-binding cassette sub-family B member 6 (Homo sapiens), Q9NP58; K562-ABCB6 porphyrin accumulation, 1 h; active compounds read low; fluorescence ratio to DMSO, % at 10 µM; 360,000 tested, 0.19% active; AID 602162, 2011;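 active = fluorescence ratio to DMSO below 75%, the collection mean minus 3 SD; inconclusive = too few cells collected in the well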;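 note: signal is porphyrin accumulated inside mitochondria; 100% equals median channel fluorescence of DMSO control wells; lower ratio means ABCB6 inhibition with less porphyrin fluorescence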
MC4R barr agon: MC4R agonists recruiting beta-arrestin, primary screen, cell-based, luminescence, agonist arm of biased-ligand search. 360,000 tested, 0.98% active. U2OS MC4R beta-arrestin complementation; percent of melanotan II response, DMSO zero. activation, % at 8.9 µM. AID 540308, 2011;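 active = activation above a per-plate cutoff, the mean activation of sample wells on that plate plus 3 SD, cut at about 8% in these data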
ABHD5 PLIN5 PPI: ABHD5-PLIN5 interaction inhibitors, primary screen, cell lysate, split luciferase complementation, luminescence; inhibition, % at 4 µM; Split G. princeps luciferase complementation, 4 h; Perilipin-5 (Homo sapiens) + 1-acylglycerol-3-phosphate O-acyltransferase ABHD5 (Homo …; 360,000 tested, 0.78% active; AID 602281, 2012;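 active = inhibition above the mean inhibition across every tested compound plus 3 SD, cut at about 22% in these data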;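 note: 0% = DMSO only wells and the 100% control is not disclosed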
* marks the source's active call; other numbers are inactive results; ? = inconclusive; nt = no result given.

SMILES	Exocytosis inh	CaV13 ICDI inh	Cardio protect	PDI inh	MC4R antag cAMP	m5-HT2A agonist	N-glyco inh	ABCB6 inh 2	MC4R barr agon	ABHD5 PLIN5 PPI
CCCNC(=O)c1ccccc1NC(=O)c1ccccc1N(C)S(C)(=O)=O	0	-7	16	-6	-4	-3	1	100	-0.3	-6
COc1cc(C(=O)N=c2sc3c(C)ccc(OC)c3n2C)cc(OC)c1OC	4	-5	30	-4	-4	4	12	88	-1.5	-4
CN1C(=O)CC(C(=O)O)SC1=Nc1ccc(F)cc1 (centres undefined)	-2	-10	-1	-8	1	3	1	89	-0.4	15
COc1cccc2cc(-c3cn4cccc(C)c4n3)c(=O)oc12	0	nt	3	-5	-3	9	-1	101	1.2	1
Cc1cccc(C)c1NC(=O)C1(NC(=O)C2CCCN2C(=O)OC(C)(C)C)CCCCC1 (centres undefined)	-3	-6	1	-12	-4	3	-1	91	-1.4	-1
O=S1(=O)N[C@@H](Cc2ccccc2)COc2cc(N3CCC[C@@H]3CO)ccc21	-6	-8	nt	nt	nt	1	nt	99	nt	-4
Cc1ccc(CNC(=O)c2ccc(N3CCC4(CC3)CC(c3cccc(Br)c3)=NO4)c(NC(=O)c3c(Cl)cccc3Cl)c2)cc1	-6	-5	4	-6	-2	-8	3	101	-0.2	-3
COC(C[C@@H](O)C[C@H](O)[C@H](C)OCc1ccccc1)OC	11	-10	5	-5	-2	-5	0	96	-2.1	4
COc1cc(C(=O)N2CCCC(c3cc(C(=O)NCc4ccc(F)cc4)no3)C2)cc(OC)c1C (centres undefined)	4	-12	-12	-1	15	0	1	107	0.7	-7
CN(C)c1nc2c(c(=O)[nH]c(=O)n2C)n1CCOc1ccccc1	0	-5	0	3	-11	-1	3	90	0.0	3
O=C(CCc1nnc(COc2ccccc2)o1)NCc1ccccc1C(F)(F)F	-5	-14	-6	-4	5	-6	1	101	1.2	6
COc1ccccc1N1CCN(C(=O)CCCn2c(=S)[nH]c3ccccc3c2=O)CC1	2	-10	48	0	14	1	-5	92	0.5	-10
CC(C)NC(=O)CC1(C(=O)NCc2ccc(Cl)cc2)CCCC1	16	-3	4	14	7	1	1	102	1.0	8
Cn1c(CCNC(=O)OC(C)(C)C)n[nH]c1=S	0	-2	0	6	-3	3	0	78	-2.4	2
CN(CC(=O)Nc1ccccc1F)CC(=O)Nc1ccccc1Br	-6	-2	-4	-1	17	2	0	101	-2.1	5
COc1ccc(N2CCN(C3CCCN(Cc4ccc(F)c(F)c4)C3)CC2)cc1 (centres undefined)	15	-20	6	0	9	-6	-2	95	1.3	-5
O=C(CCN1C(=O)c2ccc([N+](=O)[O-])cc2C1=O)Nc1ccccc1C(=O)O	-1	0	-3	1	4	-1	1	103	1.1	4
O=C(Nc1ccnn1C1CCN(C2CCC2)CC1)c1cccc(F)c1	9	-13	1	3	-1	-3	0	100	-0.1	-1
OCC1(CCOc2ccccc2)CCN(Cc2ccc(OC(F)F)cc2)CC1	47	-5	-1	1	-2	-12	-2	97	1.0	12
O=C(NCc1cccnc1)C(=O)NCC1OCCCN1S(=O)(=O)c1ccccc1 (centres undefined)	4	-5	5	4	8	2	2	84	-1.1	-1
CC(=O)Nc1ccc(NC(=O)CSc2nnc(-c3cccs3)n2C)cc1	-14	-4	4	8	-2	-2	0	99	-1.4	3
CN(CC(=O)Nc1ccccc1F)S(=O)(=O)c1ccc2c(c1)n(C)c(=O)c(=O)n2C	-1	-17	12	3	6	1	0	97	0.9	1
CNc1nc(OCC(F)(F)F)nc(N2CCOCC2)n1	1	-5	2	8	-3	-4	0	84	-0.6	-3
N#Cc1ccc(CN2CCN(CC(=O)NCCc3ccc(Cl)cc3Cl)CC2)cc1	17	-2	1	6	6	-7	0	97	-0.4	4
Clc1ncccc1OCc1ccccc1	-5	-5	-6	3	4	1	0	92	1.9	0

At a glance, some entries already given.
SMILES	Exocytosis inh	CaV13 ICDI inh	Cardio protect	PDI inh	MC4R antag cAMP	m5-HT2A agonist	N-glyco inh	ABCB6 inh 2	MC4R barr agon	ABHD5 PLIN5 PPI
CC(C)NC(=O)CC1(C(=O)NCc2ccc(Cl)cc2)CCCC1	16	-3	4	14	7	1	1	102	1.0	8
Cn1c(CCNC(=O)OC(C)(C)C)n[nH]c1=S	0	-2	0	6	-3	3	0	78	-2.4	2
CN(CC(=O)Nc1ccccc1F)CC(=O)Nc1ccccc1Br	-6	-2	-4	-1	17	2	0	101	-2.1	5
COc1ccc(N2CCN(C3CCCN(Cc4ccc(F)c(F)c4)C3)CC2)cc1 (centres undefined)	15	-20	6	0	9	-6	-2	95	1.3	-5

Record cards (already shown). Order of values: Exocytosis inh | CaV13 ICDI inh | Cardio protect | PDI inh | MC4R antag cAMP | m5-HT2A agonist | N-glyco inh | ABCB6 inh 2 | MC4R barr agon | ABHD5 PLIN5 PPI
CN1C(=O)CC(C(=O)O)SC1=Nc1ccc(F)cc1 (centres undefined) is entered as -2 | -10 | -1 | -8 | 1 | 3 | 1 | 89 | -0.4 | 15
O=C(CCc1nnc(COc2ccccc2)o1)NCc1ccccc1C(F)(F)F is entered as -5 | -14 | -6 | -4 | 5 | -6 | 1 | 101 | 1.2 | 6
CC(C)NC(=O)CC1(C(=O)NCc2ccc(Cl)cc2)CCCC1 is entered as 16 | -3 | 4 | 14 | 7 | 1 | 1 | 102 | 1.0 | 8
CN(C)c1nc2c(c(=O)[nH]c(=O)n2C)n1CCOc1ccccc1 is entered as 0 | -5 | 0 | 3 | -11 | -1 | 3 | 90 | 0.0 | 3
O=C(Nc1ccnn1C1CCN(C2CCC2)CC1)c1cccc(F)c1 is entered as 9 | -13 | 1 | 3 | -1 | -3 | 0 | 100 | -0.1 | -1

(next part)
SMILES	Exocytosis inh	CaV13 ICDI inh	Cardio protect	PDI inh	MC4R antag cAMP	m5-HT2A agonist	N-glyco inh	ABCB6 inh 2	MC4R barr agon	ABHD5 PLIN5 PPI
C#CCOCCOCCOCCNc1nc(N2CCN(C(=O)[C@H]([C@@H](C)CC)n3cc(CCC(=O)O)nn3)CC2)nc(N2CCN(C(=O)[C@H](CCCCN)n3cc(CCCC)nn3)CC2)n1	-7	-11	-2	1	-4	-1	0	98	-0.5	1
CCOc1ccccc1CNS(=O)(=O)c1ccc2c(c1)C(C)(C)C(=O)N2C	5	-5	-2	18	1	-3	-2	99	-1.9	-2
O=C(OC(C(=O)NC1CCCCC1)c1ccccc1)c1ccco1 (centres undefined)	5	-4	-6	-1	19	1	-1	105	-0.5	-3
Cc1ccc(S(=O)(=O)Cn2nnnc2C(C(C)C)N2CCSCC2)cc1 (centres undefined)	-6	-9	-4	1	9	-6	0	103	3.8	9
COc1ccc(Cl)cc1C(=O)Nc1nnn(C)n1	-2	-5	4	1	-5	1	1	94	2.4	8
Cc1nc(NCC(c2ccccc2)N(C)C)c2c(C)c(C)sc2n1 (centres undefined)	?	-4	-5	9	13	6	1	97	0.5	3
O=C(O)c1cc(N/N=C/c2cccc3ccccc23)ccc1Cl	-4	-5	-3	-2	24	0	1	103	-1.4	0
O=C(Cc1ccc([N+](=O)[O-])cc1)NC(C(=O)O)C(O)c1cccc([N+](=O)[O-])c1 (centres undefined)	-2	-2	3	-5	-1	6	1	98	-0.2	4
Cc1ccc(C(=O)N2CCN(c3cccc(Cl)c3)CC2)cc1C	1	-9	-2	3	-13	2	11	98	0.4	12
COc1ccc(Sc2ccc(-c3nc4cnccn4c3NC3CCCCC3)cc2OC)cc1	9	-12	-8	7	21	3	-5	115	0.8	-5
COc1ccc(C(=O)Nc2nnc(-c3ccccc3)s2)cc1	-3	13	-5	2	-2	0	-4	96	0.0	6
COc1ccccc1NC(=O)COC(=O)CNC(=O)C1CCCCC1	3	-6	5	6	6	6	2	93	-0.6	-8
Cc1csc2nc(O)c(C(=O)NCC3CCCO3)c(=O)n12 (centres undefined)	-1	-7	-4	8	21	-3	1	92	0.0	-9
Cc1ccc(NC(=O)CSc2nc3ccccc3c3nc(CCc4c(C)n[nH]c4C)nn23)cc1F	-4	-4	8	2	7	5	0	97	2.0	9
COc1ccc(NC(=O)COC(=O)CC23CC4CC(CC(C4)C2)C3)c([N+](=O)[O-])c1	2	-5	-6	-4	13	-2	1	99	-2.5	0
COc1ccccc1NC(=O)CC1C(=O)Nc2ccccc2N1C(=O)c1ccccc1 (centres undefined)	0	-2	0	3	8	-2	0	99	-1.2	-3
CCOc1ccccc1NC(=O)c1cc(C(=O)Nc2ccccc2OCC)cc(N2C(=O)CCC2=O)c1	8	-14	9	-8	21	-1	2	98	-0.6	3
O=C(O)CCN(Cc1ccccc1)S(=O)(=O)c1ccc(Cl)cc1F	-3	-5	-1	-1	4	-3	4	103	-0.8	1
CC(O)C(NS(=O)(=O)c1ccc(Cl)cc1)C(=O)OCC(=O)N1CCN(c2ccccc2)CC1 (centres undefined)	-3	-15	-2	17	9	-4	3	94	1.2	3
CC(=O)N1CCn2c3ccc(C)cc3c3cccc1c32	0	-4	-2	5	-5	-4	1	85	-1.1	6
Fc1ccc(N=c2ssnc2Cl)c(F)c1	3	-5	-17	-2	29*	3	1	100	1.9	-3
Cc1ccc(NC(=O)COC(=O)c2oc3ccccc3c2C)cc1S(=O)(=O)N1CCOCC1	-4	-7	-8	3	8	-2	1	94	-3.5	-12
Cc1[nH]c(=O)[nH]c(=S)c1C(=O)Nc1ccc(Cl)c(Cl)c1	0	3	-3	7	1	12	-1	96	-1.9	3
COc1ccc(N2CCN(C(=O)Cn3cnc4c(cnn4-c4ccccc4)c3=O)CC2)cc1	-2	-1	-3	-1	-2	0	-2	89	-1.9	-5
Nc1ccccc1NC(=O)c1ccccc1N	0	-5	6	6	-1	-1	1	93	-0.7	-2

High-throughput results as filed in PubChem.
